Screens as filed in PubChem BioAssay.
AHR activator: activates the human aryl hydrocarbon receptor; AHR-responsive luciferase reporter cells, luminescence; activation, % at 5 µM; hit rate 2.5% among 320,000; P35869; AID 2796; in the data active = activation above about 47%;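 also: 0% = vehicle wells and 100% = reference agonist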
LAP4-GFP MLPCN: modulators of TOR pathway LAP4-GFP in S. cerevisiae; GFP response vs DMSO, % at 10 µM; hit rate 0.34% among 320,000; S. cerevisiae LAP4-GFP multiplex, flow cytometry GFP, 3 h; median GFP as percent of DMSO wells; AID 2023;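 active = GFP response vs DMSO above a set limit, about the screen mean plus 3 SD, cut at about 150% in these data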
RPL19A-GFP yeast: alters RPL19A-GFP fluorescence in TOR pathway yeast screen; S. cerevisiae RPL19A-GFP strain, flow cytometry, 3 h; stronger effect = lower value; percent response vs DMSO, % at 10 µM; hit rate 0.3% among 330,000; AID 2025;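 active = percent response vs DMSO below 50%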;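 also: median channel GFP fluorescence of the barcoded RPL19A-GFP strain; ratio of sample median GFP to plate DMSO average so 100% = DMSO; lower means less RPL19A-GFP as with rapamycin TOR inhibition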
Yeast superoxide: lowers age-related superoxide in aged yeast cells; S. cerevisiae aged cells, superoxide DHE fluorescence; stronger effect = lower value; superoxide response (% of plate mean), % at 10 µM; hit rate 0.18% among 330,000; AID 2690;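 active = superoxide response under a set limit, about three screen SD below normal, cut at about 65% in these data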;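 also: yeast aged for seven days with compound at 30 °C before DHE staining; 100% = average MFI of all compound-treated wells on the plate with controls excluded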
proCasp7 act: counter-screen: procaspase-7 (human) activation | P55210 | recombinant procaspase-7, Ac-DEVD-pNA absorbance 405 nm; D23A/D198A/D206A triple mutant, cannot self-cleave; scale: DMSO 0, 5 µM enzyme 100 | activation, % at 8.5 µM | hit rate 0.093% among 330,000 | AID 463210;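 active = percent activation above the screen-wide mean plus 3 SD, cut at about 25% in these data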
Target sequence (P55210 whole entry D23A/D198A/D206A): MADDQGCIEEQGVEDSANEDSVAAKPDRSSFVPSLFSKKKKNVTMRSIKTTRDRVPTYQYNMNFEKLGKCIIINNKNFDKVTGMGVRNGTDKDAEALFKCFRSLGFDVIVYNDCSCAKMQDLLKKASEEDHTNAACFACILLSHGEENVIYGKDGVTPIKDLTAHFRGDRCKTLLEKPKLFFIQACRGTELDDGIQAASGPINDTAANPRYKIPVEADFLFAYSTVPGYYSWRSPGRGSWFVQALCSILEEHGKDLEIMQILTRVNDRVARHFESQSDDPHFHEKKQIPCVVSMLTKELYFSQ
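signal = Epi-absorbance of released pNA at 405 nm, two timepoints | assay system = Uncleavable procaspase-7 mutant enzyme | reagent = Ac-DEVD-pNA substrate, 400 µM as added | times = 1 h enzyme–compound preincubation and 2 h substrate reaction, both 25 °C | benchmarks = low DMSO alone, high DMSO plus 5 µM PC-7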
MEP2 TOR yeast: alters MEP2-GFP fluorescence in TOR pathway yeast screen. AID 2016. S. cerevisiae MEP2-GFP strain, flow cytometry GFP, 3 h; 100% = DMSO control level. hit rate 0.51% among 330,000. GFP response vs DMSO, % at 10 µM;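 active = GFP response versus DMSO above a set limit, roughly screen mean plus 3 SD, cut at about 180% in these data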;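 also: median GFP fluorescence of the barcode-gated MEP2-GFP cells per well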
JMJD2C inh: human JMJD2C demethylase inhibition. GST-JMJD2C(1-420) H3K9me3 demethylation, DELFIA europium. hit rate 0.069% among 330,000. inhibition, % at 2.35 µM. AID 2099. Q9H3R0;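 active = more than half of a compound's replicate wells show inhibition beyond 50%, single wells judged on their own value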;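 also: signal counts dimethyl H3K9 product captured on neutravidin plate; 0% = median of DMSO wells and 100% = 0.3 times that DMSO median; strong numbers were not always called active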
Target sequence (Q9H3R0 1-420 limits assumed): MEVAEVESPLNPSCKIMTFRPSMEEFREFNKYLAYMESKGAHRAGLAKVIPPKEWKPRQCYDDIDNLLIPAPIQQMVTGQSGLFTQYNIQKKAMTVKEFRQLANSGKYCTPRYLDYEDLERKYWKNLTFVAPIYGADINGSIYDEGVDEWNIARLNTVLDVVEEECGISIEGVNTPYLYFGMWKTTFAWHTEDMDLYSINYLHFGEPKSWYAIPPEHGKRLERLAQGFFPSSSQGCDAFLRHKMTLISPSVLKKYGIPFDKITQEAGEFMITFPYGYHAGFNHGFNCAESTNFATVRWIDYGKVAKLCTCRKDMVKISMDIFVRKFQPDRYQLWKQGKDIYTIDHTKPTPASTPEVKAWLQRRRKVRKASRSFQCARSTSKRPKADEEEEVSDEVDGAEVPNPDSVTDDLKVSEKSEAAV
proCasp3 act: activates human procaspase-3 | P42574 | recombinant procaspase-3 D3A, Ac-DEVD-pNA absorbance 405 nm | activation, % at 8.5 µM | hit rate 0.11% among 330,000 | AID 463141;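 active = activation above the mean of all tested compounds plus 3 SD, cut at about 21% in these data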;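 also: 0% = DMSO alone and 100% = DMSO wells spiked with extra 5 µM PC-3 D3A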
Target sequence (P42574 whole entry D9A/D28A/D175A): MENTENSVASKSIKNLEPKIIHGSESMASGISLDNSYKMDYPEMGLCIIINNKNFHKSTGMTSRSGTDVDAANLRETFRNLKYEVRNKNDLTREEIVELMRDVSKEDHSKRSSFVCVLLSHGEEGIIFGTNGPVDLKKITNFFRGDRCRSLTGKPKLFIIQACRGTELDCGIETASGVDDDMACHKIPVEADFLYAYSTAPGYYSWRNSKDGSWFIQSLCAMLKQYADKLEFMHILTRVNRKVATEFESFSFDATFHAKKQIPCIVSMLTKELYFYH
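Technique: 405 nm absorbance of p-nitroaniline, reads at 0 and 120 min; Test system: Procaspase-3 D3A mutant; Incubation: 1 h enzyme-compound preincubation, then 2 h substrate reaction, 25 °C; Repeats: singlicate, each compound tested once; Benchmarks: low control DMSO wells, high control DMSO plus 5 µM PC-3 D3A.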
The depositor's hits bear a star; · = not tested or not shown; [ ] = remark or other dose. Outcome played no part in choosing rows; 3.8% or so of the library scored in one or more.

smiles	Yeast superoxide	AHR activator	proCasp3 act	MEP2 TOR yeast	LAP4-GFP MLPCN	JMJD2C inh	proCasp7 act	RPL19A-GFP yeast
CCCn1c(C)cc(/C=C(\C#N)C(=O)O)c1C	97	1	11	107	104	0	16	96
CCCCC1(Br)C(=O)N(c2ccccc2)N(c2ccccc2)C1=O	99	-1	-7	93	119	5	-21	97
O=S(=O)(c1ccc(F)c(Cl)c1)N1CCN(C/C=C/c2ccccc2)CC1	83	5	2	100	105	·	-1	101
Cn1ccs/c1=N\C(=O)Nc1cccc(Cl)c1	94	45	-3	97	97	4	4	101
O=C(Cc1ccccc1)Nc1cccc(C(=O)O)c1O	102	-2	4	99	98	-11	-6	91
Cc1ccc(C(C)C)c(OCc2ccc(C(=O)N/N=C/c3ccc(O)cc3O)cc2)c1	94	-3	-15	96	111	10	-31	82
O=C(Nc1ccc(F)cc1)c1cc(S(=O)(=O)Nc2ccc(F)cc2)cs1	114	2	-1	89	95	14	2	87
CC1=C(C(=O)NCCc2ccc(C)cc2)C2(CCC(C)CC2)OC1=O (stereo not drawn)	95	6	-4	99	103	-16	-4	98
Cc1cccc(OCCCC(=O)Nc2ccc(Br)cc2)c1	93	8	5	95	98	1	1	96
CSc1ncc(Cl)c(C(=O)Nc2ccccc2Br)n1	103	11	7	105	116	5	-2	101
CC(=O)c1c(C)[nH]c(C(=O)NC2CCCCC2)c1C	90	7	-5	102	100	25	2	104
Cc1ccc(C)c(S(=O)(=O)N2CCN(C(=O)Cn3[nH]c(=O)c4ccccc4c3=O)CC2)c1	84	-4	6	94	97	-5	4	98
Cc1cccc2cc(CN(Cc3cccs3)C3(c4nnnn4C4CCCC4)CCCC3)c(=O)[nH]c12	95	5	7	106	103	4	2	96
CCOc1ccccc1Nc1nnc(Cc2ccccc2Cl)c(=O)[nH]1	105	11	1	102	97	-3	2	101
COCC1CCN(C(=O)CCc2nnc(C3(c4ccc(Cl)cc4)CCC3)o2)CC1	98	0	-7	98	100	31	1	101
Cc1sc(NC(=O)c2ccco2)c(CN2CCCCC2)c1C	99	8	0	103	105	1	-6	100
O=C(CN(Cc1ccc2c(c1)OCO2)C(=O)CNC(=O)c1ccco1)NC1CCCCC1	88	-1	1	93	96	-9	2	99
CCC(=O)c1ccc(OCC(=O)Nc2ccc3nc(C)sc3c2)cc1	103	0	3	102	114	2	-3	100
O=C(c1ccc(Cl)c(Cl)c1)N1CCC(=O)N(C(CO)Cc2ccccc2)CC1 (stereo not drawn)	112	2	2	99	97	2	4	100
CC(C)C[C@H](N)c1cn([C@@H](Cc2ccc(O)cc2)C(=O)N2CCNCC2)nn1	107	3	1	91	103	3	0	104
O=C(Nc1ccc(F)cc1)C1CCCCC1	101	5	0	96	90	-9	-14	98
NCCNc1ccc([N+](=O)[O-])c(Sc2nc3ccccc3[nH]2)c1	104	36	3	101	88	2	-24	94
COc1ccc(-c2nnc(SCC(=O)NCc3cccs3)n2C(C)C)cc1	97	-2	3	98	96	-3	16	95
CCOc1ccc2[nH]c(C)c(CN3CCN(C)CC3)c(=O)c2c1	102	3	1	101	95	17	4	102
COc1ccc(NS(=O)(=O)c2c(C)n(C)c(=O)n(C)c2=O)cc1OC	109	2	8	100	97	-1	7	97
O=C(/C=C/c1ccc(-c2cccc([N+](=O)[O-])c2)o1)N1CCOCC1	99	39	-10	101	106	-9	1	100
CC(C)=CCC/C(C)=C/COc1c2occc2cc2ccc(=O)oc12	117	69*	7	107	110	·	0	111
O=C(C[C@H]1C/C=C\C[C@H](Cc2ccc(F)cc2)C(=O)OC[C@@H]2CCCN2C1=O)N[C@H](CO)Cc1ccccc1	98	-1	3	91	98	5	6	98
Cc1onc(-c2ccccc2)c1-c1ccnc(N)n1	102	-1	-8	97	119	4	4	87
COc1cc(NC(=O)c2ccc(S(=O)(=O)N(C)C)cc2)cc(OC)c1OC	99	0	-2	101	93	-1	0	101
CC(=O)c1cccc(N(CC(=O)Nc2cccnc2)S(C)(=O)=O)c1	93	0	-3	97	96	5	6	94
COc1cc(/C=N/NC(=O)c2ccc(-n3cccc3)cc2)ccc1O	100	23	-3	104	91	-1	-6	105
CC(=O)c1cc(C#N)c(SCc2ccccc2)nc1C	106	0	-6	184*[may fluoresce violet]	101[may fluoresce violet]	5	10	56[may fluoresce violet]
Cc1nn(-c2ccccc2)c(C)c1C(=O)OCC(=O)N(C)c1ccccc1	87	1	1	97	97	·	9	97
CCOC(=O)C1CN(S(=O)(=O)c2cccs2)c2ccc(CC(=O)OC)cc2O1 (stereo not drawn)	96	2	1	97[may fluoresce green]	123[may fluoresce green]	5	3	93[may fluoresce green]
Cc1ccc(O)c(NC(=O)C2=CC(c3ccco3)=NS(=O)(=O)N2C)c1	113	14	-9	106	103	56	-6	97
COc1ccc(CN2C(=O)C(Cc3ccccc3)Nc3ncnc(N4CCOCC4)c32)cc1 (stereo not drawn)	89	4	-1	89	105	4	-5	94
Nc1nc(-c2cccs2)c(-c2cccs2)s1	89	7	-11	77	73	-4	-11	94
Cc1cccc(NC(=O)N2CCN(Cc3ccc4c(c3)OCO4)CC2)c1C	109	0	-2	105	91	2	-2	105
Cc1ccc(C(=O)N2CCN(Cc3ccc4c(c3)OCO4)CC2)cc1S(=O)(=O)N1CCOCC1	96	2	10	99	103	-3	5	97
CCOC(=O)N1CCN(C2CC(=O)N(c3ccc(Oc4ccccc4)cc3)C2=O)CC1 (stereo not drawn)	91	0	-1	106	110	5	5	98
COc1ccc(NC(=O)Nc2ccccc2)cc1S(=O)(=O)N1CCCCC1	102	11	2	100	104	10	-4	95
O=C(c1cccc(S(=O)(=O)NCCOc2ccccc2)c1)N1CCN(c2ncccn2)CC1	94	-2	2	101	93	4	4	102
COc1ccc(CC(NC(C)=O)C(=O)NC2CCN(C(=O)c3ccc([N+](=O)[O-])cc3)CC2)cc1OC (stereo not drawn)	108	1	0	107	103	1	-4	97
COC(=O)c1ccc(-c2nc3ccc(C)cc3o2)cc1	88	4	-1	94	98	6	5	97
NC(=O)Nc1n[nH]c(-c2ccccc2)n1	101	·	·	102	96	-5	·	106
O=C(O)CCn1c(C(=O)O)cc2sccc21	91	-1	7	90	97	1	-1	94
c1ccc2[nH]cnc2c1	94	-1	6	100	106	-44	-9	100
COc1cccc(/C=N/n2c(SC)nnc2-c2ccccc2)c1O	104	12	-6	105	98	-7	-7	102
Cc1ccc(C(=O)N(c2ccccn2)C(C)c2ccco2)cc1 (stereo not drawn)	99	0	-11	112	113	10	6	102

Grouped by structure: those above containing a cyano group
smiles	Yeast superoxide	AHR activator	proCasp3 act	MEP2 TOR yeast	LAP4-GFP MLPCN	JMJD2C inh	proCasp7 act	RPL19A-GFP yeast
CCCn1c(C)cc(/C=C(\C#N)C(=O)O)c1C	97	1	11	107	104	0	16	96
CC(=O)c1cc(C#N)c(SCc2ccccc2)nc1C	106	0	-6	184*[may fluoresce violet]	101[may fluoresce violet]	5	10	56[may fluoresce violet]

(list continues)
smiles	Yeast superoxide	AHR activator	proCasp3 act	MEP2 TOR yeast	LAP4-GFP MLPCN	JMJD2C inh	proCasp7 act	RPL19A-GFP yeast
COC(=O)[C@]1(Cc2ccccc2)N[C@H](CN(C)C(=O)c2ccc(F)cc2)[C@@H]2C(=O)N(Cc3ccccc3)C(=O)[C@@H]21	107	1	4	90	97	29	6	94
CCCCn1c(NCCN(C)C)nc2c1c(=O)[nH]c(=O)n2C	107	2	-1	114	97	1	10	102
Cc1ccc(N2CS(=O)(=O)/C(=C/N(C)C)C2=O)cc1	105	7	7	99	98	-2	13	100
CC(C(=O)O)N1C(=O)CSC1=S (stereo not drawn)	110	2	-10	99	101	25	-22	96
Cc1nn(CC(C)C)c2sc(C(=O)NC3CC(C)(C)NC(C)(C)C3)cc12	114	-2	12	99	93	-16	4	102
CC(=O)C1=C(O)C(=O)N(Cc2cccnc2)C1c1ccc(Cl)cc1Cl (stereo not drawn)	102	1	9	99	97	0	2	102
CCCCCSc1nc2c(c(=O)[nH]c(=O)n2C)n1C	98	6	6	99	113	-16	-3	104
COc1cc2[nH]c(=O)n(Cc3ccc(C(=O)NC4CCN(Cc5ccccc5)CC4)cc3)c(=O)c2cc1OC	105	1	-7	103	90	-2	11	99
Cc1nc2scc(-c3ccc(Cl)cc3)c2c(=O)o1	104	-3	-4	96	112	6	-2	106
Cc1ccc(C)c(OCC(=O)O/N=C(\N)c2ccccn2)c1	107	7	5	101	105	·	5	103
O=C(NCc1ccc(F)cc1)NC(=O)c1ccc(Cl)cc1	104	-2	8	98	98	-24	9	102
CCC1=C([N+](=O)[O-])C(c2ccc3c(c2)OCO3)NC(=O)N1 (stereo not drawn)	107	-1	8	103	96	2	-6	108
CN(C)C(=O)CN1C(=O)NC2(CCCc3ccccc32)C1=O (stereo not drawn)	85	1	3	103	95	4	3	101
COc1ccc(/C=N/NC(=O)c2ccc3nc[nH]c3c2)c(OC)c1	122	8	0	96	102	1	9	96
CCc1n[nH]c(=S)n1/N=C/C(C)=C\c1ccccc1	83	4	-16	93	118	-46	-6	100
CCCCn1nnnc1SCC(=O)N(CC)CC	95	2	-2	101	103	-7	-1	97
CCOC(=O)c1sc(=NC(=O)c2ccccc2)n(C)c1C	97	17	8	96	111	6	1	99
COc1ccc(CN2CC[C@H]3C=CC[C@@H](C(=O)Nc4ccc(Cl)c(C(F)(F)F)c4)[C@H]3C2=O)cc1OC	·	1	6	·	·	1	-2	·
O=C(CC1SC(=NCCc2ccccc2)N(/N=C/c2cccs2)C1=O)Nc1ccc(Cl)cc1 (stereo not drawn)	94	3	-2	101	102	1	-1	104
Clc1ccc(CN2CCCCCCC2)cc1	99	2	3	97	102	1	-2	99
C=CCc1cccc2cc(C(=O)NC(C)(C)C)c(=O)oc12	106	18	11	101	104	0	-5	100
CCOCCCNC(=O)C1CCN(C(=O)Nc2ccc(C)cc2)CC1	91	-1	6	106	102	8	2	102
Oc1cc(Br)ccc1C=Nc1ccc(N2CCCCC2)cc1	101	2	-11	113	92	3	-4	111
N#CC1=C(N)SC(N)=C(C#N)C1C1C=CCCC1 (stereo not drawn)	109	4	-18	104	98	-30	-17	104
Cc1nnsc1C(=O)NNc1ccc(C(C)(C)C)cc1	90	18	-9	101	104	5	-23	97
C#CC1(NC(=O)N(C)C)CCCCC1	98	0	0	107	95	4	-7	110
COc1ccccc1N1CCN(C(=O)c2cc(-c3ccc(Cl)c(Cl)c3)on2)CC1	108	0	9	106	104	1	4	98
CC(COc1ccc(C(C)C)cc1)NC(=O)c1ccc(Br)o1 (stereo not drawn)	96	9	2	102	109	0	3	93
O=C(COc1ccccc1C(=O)Nc1ccccc1)NCCc1ccccc1	96	5	6	98	106	3	8	99
CC12CCC(=O)N1C(C(=O)Nc1ccc(Cl)c(S(=O)(=O)N3CCCCC3)c1)CS2 (stereo not drawn)	100	2	3	98	94	-2	10	97
